Screens (PubChem)
ATXN2 expr inh – ATXN2 expression inhibition; HEK-293 ATXN2-luciferase reporter, luminescence, 24 h; actives 0.72% (n = 360,000); AID 1745845; Potency, µM (series often up to 57 µM), without a hit: top-dose activity change, negative = inhibition, usual class: inhibitors; also: potency is read from the fitted curve at half-maximal effect; % is scaled to controls: 0 for no effect and ±100 for the full control effect; nearly all actives have a fitted effect of over 55% in size
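ATXN2-luciferase reporter cells (luciferase flanked by upstream and downstream ATXN2 gene portions) were treated 24 h at 37 °C with compounds at up to 57 uM. SteadyGlo luminescence gave expression; GF-AFC fluorescence gave viability.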
S2 tox – reduces viability in counter-screen for ATXN expression inhibitors | S2 cells (HEK-293 line with an ATXN2-luciferase reporter) viability, CellTiter-Fluor protease fluorescence, 24 h | actives 0.49% (n = 400,000) | Potency, µM (doses to about 56.7 µM), most hits filed as cytotoxic | AID 651635; also: potency is read from the fitted curve at half-maximal effect; nearly all actives have a fitted effect of over 40% in size
IL-2 act – IL-2 activation; AID 652025; actives 0.065% (n = 360,000); IL-2 activation reporter assay, cell-based qHTS; stimulated with anti-CD3/CD4/CD28 beads; in transgenic mouse T cells; activation, % (series mostly up to about 46 µM); in the data active = activation above about 50%; inconclusive = mostly about 30% to 49%; also: 0% is about no effect
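Unstimulated transgenic mouse T cells, 750 per well, received compound and, after 60 minutes, anti-CD3/anti-CD4 bead plus anti-CD28 stimulation. EGFP and DsRed were quantified after 18 hours.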
Nrf2 inh – inhibitors of Nrf2 signaling. A549 ARE-Fluc reporter, luciferase luminescence, 18-24 h. Potency, µM (top dose mostly 46 µM), for inactives: at the highest dose activity change, negative = inhibition, hits mostly inhibitors. actives 2.1% (n = 360,000). AID 504444; also: potency is read from the fitted curve at half-maximal effect; % is scaled to controls: 0 for no effect and ±100 for the full control effect; nearly all actives have a fitted effect of over 60% in size
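Nrf2 activity is the BugLite luminescence, read 15 min after reagent at room temperature, following CellTiter-Fluor cytotoxicity readout (30 min, 37C). Compound titrations were applied for 18-24 h to 5000 A549 ARE_Fluc cells/well in 5% FBS OPTI-MEM.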
Nrf2 ARE act – Nrf2 pathway activation | AREc32 ARE-luciferase reporter (MCF7-derived line), luminescence, 24 h | Potency, µM (highest dose often 46.1 µM), inactives show top-dose activation, actives largely listed as activators | actives 0.31% (n = 410,000) | AID 624171; also: potency is read from the fitted curve at half-maximal effect; % of control where 0% means no effect; nearly all actives have a fitted effect of over 65% in size
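AREc32 cells carrying an ARE-driven firefly luciferase, 1000 cells/well in OPTI-MEM with 5% FBS, dosed after overnight attachment and incubated 24 hr at 37 deg C. Steady-Glo luminescence read after 30 min at RT.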
TGFb SMAD3 inh – inhibitors of TGF-b signaling. HepG2 CAGA-GFP TGF-b/SMAD3 reporter, GFP fluorescence, 18 h; TGF-beta stimulated, 500 pg/mL final. Potency, µM (doses to about 46.1 µM), inactives show top-dose activity, negative = inhibition, actives largely listed as inhibitors. actives 1.2% (n = 410,000). AID 588855; also: potency is read from the fitted curve at half-maximal effect; % is scaled to controls: 0 for no effect and ±100 for the full control effect; nearly all actives have a fitted effect of over 65% in size
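TGF-beta reporter screen: HEPG2 CAGA-GFP, 1% FBS, 500 pg/mL TGF-beta final, 18 h; per-cell GFP summed per well; curves fitted and categorized by class.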
A549 viability – counter-screen for Nrf2 inhibitors: cytotoxicity in A549 cells | A549 ARE-Fluc cells, CellTiter-Fluor viability, 18-24 h | Potency, µM (top dose mostly 46 µM), inactives show at the top dose activity change, negative = cytotoxicity, usual class: inhibitors | actives 0.16% (n = 390,000) | AID 504648; also: potency is read from the fitted curve at half-maximal effect; % is scaled to controls: 0 for no effect and ±100 for the full control effect
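Cytotoxicity counterscreen: CellTiter-Fluor fluorescence was measured in A549 ARE_Fluc cells after 18-24 h of compound exposure in a concentration series. The subsequent BugLite luminescent read reports ARE-luciferase activity.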
EPAC2 ag – agonists of human EPAC2 (RAPGEF4). Q8WZA2. EPAC2 activation, biochemical qHTS; response scale: 100% = 6.5 mM cAMP response. Potency, µM (highest dose often 154 µM), without a hit: at the top dose activation, usual class: activators. actives 0.079% (n = 360,000). AID 720711; also: potency is read from the fitted curve at half-maximal effect; nearly all actives have a fitted effect of over 50% in size
Target sequence (Q8WZA2 whole entry, looked up): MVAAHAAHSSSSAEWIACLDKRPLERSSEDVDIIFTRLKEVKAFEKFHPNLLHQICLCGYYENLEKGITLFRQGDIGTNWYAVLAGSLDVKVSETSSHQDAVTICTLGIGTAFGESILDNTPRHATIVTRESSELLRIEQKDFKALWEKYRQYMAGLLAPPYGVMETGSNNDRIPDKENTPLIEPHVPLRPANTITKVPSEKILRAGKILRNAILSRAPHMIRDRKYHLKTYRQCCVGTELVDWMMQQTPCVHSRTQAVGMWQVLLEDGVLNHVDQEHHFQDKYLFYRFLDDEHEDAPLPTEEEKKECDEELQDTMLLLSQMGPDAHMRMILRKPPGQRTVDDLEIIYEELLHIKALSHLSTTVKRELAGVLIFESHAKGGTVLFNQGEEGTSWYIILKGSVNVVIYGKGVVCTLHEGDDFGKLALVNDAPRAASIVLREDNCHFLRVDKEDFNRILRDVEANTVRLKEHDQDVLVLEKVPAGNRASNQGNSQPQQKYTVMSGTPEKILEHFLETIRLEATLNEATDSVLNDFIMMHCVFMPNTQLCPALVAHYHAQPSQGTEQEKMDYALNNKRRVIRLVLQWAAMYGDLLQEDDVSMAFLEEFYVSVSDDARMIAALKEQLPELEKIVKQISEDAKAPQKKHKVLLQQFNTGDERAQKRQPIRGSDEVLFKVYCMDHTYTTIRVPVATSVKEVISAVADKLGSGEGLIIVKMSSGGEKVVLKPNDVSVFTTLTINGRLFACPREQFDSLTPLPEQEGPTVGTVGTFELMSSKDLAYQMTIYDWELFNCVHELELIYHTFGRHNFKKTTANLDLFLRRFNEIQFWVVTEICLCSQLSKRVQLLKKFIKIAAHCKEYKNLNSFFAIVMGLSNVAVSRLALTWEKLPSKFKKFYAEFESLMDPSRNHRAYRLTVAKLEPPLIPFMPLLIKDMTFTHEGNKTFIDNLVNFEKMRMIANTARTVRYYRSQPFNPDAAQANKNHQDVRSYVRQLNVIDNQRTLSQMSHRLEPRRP
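Setup: EPAC2 100 nM, labeled Rap1B complex 250 nM, free GDP 50 uM. Compound titrations pinned in, brief spin, 5 min room temperature incubation. Kinetic fluorescence read over 30 min, normalized to 6.5 mM cAMP.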
HepG2 viability – kills HepG2 cells in TGF-b inhibitor counter-screen; HepG2 CAGA-GFP viability, ATP luminescence, 18 h; Potency, µM (highest dose often 46.1 µM), for inactives: at the top dose activity change, negative = cytotoxicity, usual class: cytotoxic; actives 0.76% (n = 410,000); AID 588856; also: potency is read from the fitted curve at half-maximal effect; some results filed as inactive show a strong effect at the top dose
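HepG2 CAGA-GFP cells (1000/well, DMEM with 1% FBS) received compound, then TGF-beta at 500 pg/mL final, and were incubated 18 hours at 37 degrees C. Viability was read by CellTiter-Glo luminescence. Media-only wells were set as complete cell-killing and DMSO as no toxicity.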
The depositor's hits bear a star; i = inactive; ? = inconclusive; / = no result given; & = joins results of further samples; [ ] = remark or other dose. Unless noted, calls follow the shape of the dose curve; as a rule, active = well fitted curve in the direction sought with a large enough effect; inconclusive = small, poorly fitted or top-dose-only effect, or another doubt; inactive = no such curve, though single readings can be large; an effect the other way counts as inactive or inconclusive.

SMILES | ATXN2 expr inh | S2 tox | IL-2 act | Nrf2 inh | Nrf2 ARE act | TGFb SMAD3 inh | A549 viability | EPAC2 ag | HepG2 viability
Cc1ccc(C#N)c(SCC(=O)Nc2nccs2)n1 | / | / | 0.7 | 8.6% | 15.3% | -12.7% | -7.3% | 8.7% | -30.0%
COc1ccc(S(=O)(=O)N2CCC(C(=O)NC3CCCCC3)CC2)cc1C | 6.0% | i | -4.0 | 4.3% | 0.5% | ? | -0.5% | -1.6% | -4.7%
COc1ccc(CN2CCCC(C(=O)c3cccc(C(F)(F)F)c3)C2)cc1O (centres undefined) | 4.5% | i | 0.8 | -9.7% | 2.4% | -1.3% | 1.4% | 6.0% | -18.3%
C/C(=N\NC(=O)c1cc(C)[nH]n1)c1cccs1 | ? | i | 3.1 | ? | -0.8% | 8.7% | -3.7% | -1.3% | 0.0%
Cc1c(C(=O)/C=C/N(C)C)nnn1-c1ccc(Cl)cc1C#N | -4.9% | / | -2.8 | 6.9% | -0.6% | 20.4% | 5.4% | 9.2% | 1.9%
COc1ccc(OC)c([C@@H]2Nc3ccc(C(=O)O)cc3[C@@H]3C=CC[C@@H]32)c1 | 13.0% | i | / | / | 11.2% | -4.0% | 0.8% | / | 8.2%
COc1cccc(C(=O)NCc2ccc3c(c2)cc(C)n3C)c1 | -3.5% | i | 1.6 | -7.6% | -0.9% | 3.5% | -14.2% | 9.6% | -1.4%
O=C(O)CSc1nnc(-c2cccs2)n1-c1ccc(Cl)cc1 | -2.8% | i | -3.6 | 0.4% | -0.4% | 17.3% | 2.1% | -8.4% | 3.6%
CCCCN(C(=O)c1ccc(-c2ccc(Cl)cc2)o1)c1c(N)n(CC(C)C)c(=O)[nH]c1=O | -25.6% | i | -1.0 | 10.0% | 0.2% | -1.1% | 5.8% | -6.6% | 8.0%
Cc1ccc(N2CCN(/N=C/c3sccc3C)CC2)cc1 | 2.8% | i | -1.3 | ? | -0.1% | -11.8% | -20.9% | 1.3% | -6.3%
Clc1ccc(Cn2ccc3ccccc32)cn1 | -22.2% | i | -0.6 | 10.2%&20.9% | 1.3% | -6.2%&-12.5% | 3.8%&27.4% | 9.7% | 0.0%&-15.7%
CCN(CCCNS(=O)(=O)c1cc(-c2cc(C)no2)ccc1C)Cc1ccccc1 | -10.9% | i | -0.3 | 4.7% | 3.1% | ? | 4.9% | 1.4% | -27.4%
COc1ccccc1NC(=O)NNC(=O)CN1C(=O)COc2ccccc21 | -2.9% | i | 0.5 | 0.1% | -0.7% | 4.5% | -0.4% | 12.9% | -7.4%
O=C(Nc1c(F)c(F)c(F)c(F)c1F)c1ccc(Br)o1 | / | i | -1.7 | / | 4.7% | ? | / | 8.8% | -51.4%
C=CC[C@@H](Cc1ccc(F)cc1)C(=O)OC[C@@H]1CCCN1C(=O)[C@@H](CC=C)CC(=O)N(CCO)Cc1ccccc1 | -30.6% | ? | -0.7 | ? | -0.1% | ? | -17.3% | -1.7% | -19.6%
Cc1scc(C(=O)N/N=C/c2ccsc2)c1C | 45.7%[activator] | ? | 2.3 | ? | 0.0% | -1.0% | 0.0% | 2.5% | 1.6%
CCCC(=O)Nc1ccc(Cl)c(NC(=S)NC(=O)c2ccco2)c1 | -13.2% | i | -2.2 | ? | 2.5% | -1.6% | 2.5% | -6.0% | -22.0%
CC1C(=O)N(Cc2cn(CCC3OCCCO3)nn2)CCS(=O)(=O)N1Cc1ccc(-c2ccc(Cl)nc2)cc1 (centres undefined) | 0.0% | i | -3.0 | / | 3.4% | 0.9% | / | -2.0% | -2.5%
O=C(NCc1ccccn1)c1cc(S(=O)(=O)N2CCN(c3ccccc3)CC2)ccc1Cl | 1.5% | i | -3.5 | ? | -0.8% | ? | -6.3% | 6.5% | -19.2%
O=C(NC1CCCCC1)c1csnn1 | 28.9% | i | -3.9 | 9.0% | 0.1% | -3.2% | 1.8% | -3.1% | 8.0%
COc1cccc(-c2nnn(C/C(N)=N/O)n2)c1 | 16.0% | i | 0.7 | ? | -0.4%[9.22 µM] | 3.9% | 5.0% | 5.8% | -4.5%
COc1ccc(/C=C/C2=NN(Cc3ccccc3)C(=O)CC2)cc1 | -12.1% | i | 0.4 | -13.1% | 0.0% | -0.5% | -8.1% | 17.0% | -21.9%
CSc1ncccc1C(=O)OCC(=O)N(CC(C)C)c1c(N)n(Cc2ccccc2)c(=O)[nH]c1=O | -7.1% | i | -2.8 | -2.8% | -0.7% | -0.3% | 0.1% | -1.5% | -1.2%
CCCOc1ccc(S(=O)(=O)N2C(=O)CC(=O)N(Cc3ccc(OCC)cc3)C2=O)cc1 | 6.5% | i | -0.3 | -7.0% | -0.8% | 12.0% | 0.8% | -3.2% | 2.1%
C(=N\N=C\c1ccccc1)/c1ccccc1 | -7.6% | i | -0.8 | 8.5% | 6.1% | -2.3% | 0.5% | 1.9% | -20.8%
O=C(COc1ccccc1)NC1CCN(Cc2ccccc2)CC1 | -9.2% | i | 0.0 | 9.0% | 0.1% | -0.7% | 2.7% | 15.3% | -35.9%
COc1ccc(CNC(=O)CN2C(=O)C3C4C=CC(C4)C3C2=O)cc1 (centres undefined) | 4.3% | i | 0.2 | -3.9% | 0.3% | -2.0% | -1.0% | 1.7% | 4.9%
COc1ccc(CCN2C(=O)c3[nH]nc(-c4ccccc4O)c3C2c2cccc(OC)c2)cc1 (centres undefined) | / | / | / | ? | -1.9% | ? | -21.6% | / | -70.4%
Cc1[nH]n(-c2ccccc2)c(=O)c1S(=O)(=O)c1ccccc1 | -0.1% | i | 0.4 | -12.8% | 0.7% | -0.3% | 1.0% | 1.8% | -15.7%
Cn1nnc2c(NCc3ccccc3Cl)ncnc21 | / | / | / | / | -0.7% | -3.4% | 13.9% | / | -3.2%
CCN(C[C@H]1N[C@@](CC)(C(=O)OC)[C@H]2C(=O)N(Cc3ccccc3)C(=O)[C@@H]12)C(=O)c1ccc(F)cc1 | 3.9% | i | 0.5 | 7.0% | -0.5% | -23.3% | -3.7% | -6.8% | -3.4%
Cc1ccc(C)c(C(=O)OCC(=O)NC(=O)NCc2ccccc2)c1 | / | i | -1.9 | / | -1.0% | 1.0% | / | 4.0% | 2.0%
CCOc1ccc(Cl)cc1S(=O)(=O)N1CCC(C(=O)NCC2CCCO2)CC1 (centres undefined) | -10.9% | i | 0.5 | 18.9% | -1.2% | 1.0% | 1.9% | 8.5% | 7.7%
COc1ccc(C2C(C(=O)NCC3CCCO3)CCC(=O)N2c2ccc3c(c2)OCO3)cc1 (centres undefined) | -0.6% | i | 0.8 | 10.6% | 0.4% | -0.2% | -3.1% | -4.3% | 3.5%
OCc1ccc(-c2ccc3nccn3c2)cc1 | 8.0% | i | -0.3 | / | 0.5% | -14.6% | / | 17.7% | -23.6%
Cc1ccc(-c2ocnc2C(=O)Nc2nc(C)cs2)cc1 | 17.7% | / | 0.3 | ? | 10.4% | -4.4% | 11.0% | 7.2% | -19.7%
Nc1nc(Cl)cc(Oc2ccc([N+](=O)[O-])cc2)n1 | / | i | 7.7 | 7.0% | 0.4% | 3.6% | -7.5% | -3.5% | 0.0%
CCN(CC(=O)NCc1ccc(Cl)cc1)C(=O)c1cc2ccccc2o1 | -7.8% | i | -0.4 | -5.7% | 2.7% | -18.6% | -2.8% | -0.1% | -35.3%
COc1cccc(C2NC(CC(C)C)(C(=O)O)C3C(=O)N(Cc4ccccc4)C(=O)C23)c1O (centres undefined) | 8.4% | i | -3.6 | -1.9% | 0.0% | 0.0% | -15.4% | -4.7% | 10.9%
O=C(c1cc(COc2ccc(F)cc2Cl)on1)N1CCN(C2CCCCC2)C(=O)C1 | -9.6% | ? | -2.7 | -25.5% | 0.8% | ? | -12.4% | 5.3% | -27.2%

An excerpt from above in order of count of non-hydrogen atoms, rising.
SMILES | ATXN2 expr inh | S2 tox | IL-2 act | Nrf2 inh | Nrf2 ARE act | TGFb SMAD3 inh | A549 viability | EPAC2 ag | HepG2 viability
OCc1ccc(-c2ccc3nccn3c2)cc1 | 8.0% | i | -0.3 | / | 0.5% | -14.6% | / | 17.7% | -23.6%
Nc1nc(Cl)cc(Oc2ccc([N+](=O)[O-])cc2)n1 | / | i | 7.7 | 7.0% | 0.4% | 3.6% | -7.5% | -3.5% | 0.0%
COc1cccc(C2NC(CC(C)C)(C(=O)O)C3C(=O)N(Cc4ccccc4)C(=O)C23)c1O (centres undefined) | 8.4% | i | -3.6 | -1.9% | 0.0% | 0.0% | -15.4% | -4.7% | 10.9%

Carrying on.
SMILES | ATXN2 expr inh | S2 tox | IL-2 act | Nrf2 inh | Nrf2 ARE act | TGFb SMAD3 inh | A549 viability | EPAC2 ag | HepG2 viability
FC(F)(F)c1cccc(CNC2CCN(Cc3ccccc3)CC2)c1 | -34.6% | i | -0.3 | -7.1% | 0.2% | 17.3% | -0.3% | 10.5% | -47.8%
CC(CN1CCCCC1)OC(=O)c1ccccc1Cl (centres undefined) | -8.4% | i | 2.5 | 6.0% | -0.5% | -2.3% | 0.7% | -11.2% | -17.2%
O=C(C1=C[C@@H](c2ccc(Br)cc2)C[C@@H](OCCCCO)O1)N1CCOCC1 | 14.1% | i | 0.8 | -0.4% | 3.5% | -3.7% | 5.6% | 12.7% | 3.0%
CC1CCN(CCNC(=O)C2CCCN(c3ncnc4c3nc3n4CCCCC3)C2)CC1 (centres undefined) | -6.6% | ? | -2.1 | 15.6% | -0.1% | -8.2% | -11.0% | 2.6% | -15.8%
O=C(Nc1ccc(Cl)cc1)C1CCCN(C2=NS(=O)(=O)c3ccccc32)C1 (centres undefined) | -23.6% | i | 0.4 | -29.1% | -0.1% | -3.9% | -3.7% | 2.1% | -3.9%
O=C(CC1OC(=O)c2ccccc21)Nc1cccc(S(=O)(=O)N2CCCCCC2)c1 (centres undefined) | 3.3% | i | -0.1 | ? | 2.6% | -6.1% | -2.3% | 10.2% | -18.9%
